# Compound activity as filed in PubChem BioAssay.
# DENV2 CPE rescue: inhibitors of DENV2 cytopathic effect, primary screen, cell-based, plate reader, single concentration; DENV2-infected cells, cytopathic effect rescue; CPE inhibition, % at 9.99 µM; hit rate 1.7% among 350,000; AID 651640, 2012; in the data active means CPE inhibition above about 20%, passing the limit was not always enough; inconclusive means no clear call, values can overlap the other calls; tested in BHK-21 cells;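 further: 0% = median of neutral control wells and 100% = median of positive control wells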
# miR122 inh: miR-122 Renilla sensor signal increase in Huh7, primary screen, miR-122 inhibitor project, cell-based, single point, plate reader; Huh7 miR-122 Renilla luciferase sensor, 48 h; neutral wells = 0, positive control = 100; activation (reporter increase), % at 12.5 µM; hit rate 0.3% among 340,000; AID 602342, 2012;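 active means mean replicate activation score at least 90 and every replicate individually at or above 90; inconclusive means only one of the two criteria met; inactive means neither criterion met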;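 further: higher luciferase means less miR-122 activity so hits act as miR-122 inhibitors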
# FN deposit inh: inhibitors of fibronectin matrix deposition, primary screen, AH1F cells, Alexa488-fibronectin fluorescence, plate reader | AH1F fibroblasts, overnight | inhibition, % at 12.6 µM | hit rate 0.086% among 350,000 | AID 743247, 2014;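 active means mean inhibition across replicates of 30% or more, regardless of how many single replicates reach that level; inconclusive means mean under 30% yet at least half of replicates reach 30%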;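 further: positive control wells lacked labelled fibronectin entirely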
#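 Schedule: 1 h cell adhesion before compound, then overnight fibronectin incubation; test system: AH1F fibroblast monolayer depositing Alexa488-labelled fibronectin into matrix; quantity: 10000 AH1F cells per well; probe or stimulus: fluorescent fibronectin at 24 nM final; signal: fluorescence, ex 485 nm, em 525 nm; evaluation: percent inhibition as loss of matrix-bound fibronectin fluorescence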
# EWS-Fli inh: EWS/Fli-driven NR0B1 reporter inhibitors, primary screen, A673 cells, NR0B1 luciferase, luminescence, MLPCN library. hit rate 0.67% among 350,000. inhibition, % at 12.6 µM. viability-normalised;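 active means mean inhibition of at least 50% after viability correction, with every replicate also passing that limit; inconclusive means mean reaches 50% but only one of two replicates passes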;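 further: firefly luciferase signal divided by Alamar Blue viability fluorescence both relative to DMSO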
# PAX8 inh HTS: inhibitors of PAX8-driven TPO luciferase reporter, primary screen, RMG-I cells, single concentration; SteadyGlo, 24 h; inhibition, % at 12.6 µM; hit rate 1.2% among 360,000;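 active means mean replicate inhibition at least 60% with every replicate also reaching 60%; inconclusive means only one of the two criteria is met; inactive means mean below 60% and not all replicates reaching 60%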;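 further: luciferase light reporting Pax8 driven TPO promoter activity; plate controls were median of neutral control wells for no effect and mitoxantrone controls for full effect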
# F508del corr: F508del CFTR correction, initial screen, CFBE line, single point; CFBE cells, YFP halide quenching; stimulated with forskolin plus potentiator P3; % fluorescence drop versus neutral controls; activity (quench increase), % at 7.58 µM; hit rate 0.36% among 350,000; AID 720511, 2013;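 active means mean added fluorescence quench of at least 8% versus neutral control, with both replicates also reaching 8%; inconclusive means only one of the mean or replicate conditions met; inactive means mean below 8% and not both replicates reaching 8%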;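 further: cells transiently co-express mutant CFTR-F508del with the halide-sensitive YFP; corrector assay measuring rescue of mutant channel to the surface after 24 h compound exposure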
# GSIS activator: GLuc luminescence reporter in INS-1E cells, primary screen for activators of glucose-dependent secretion of insulin; INS-1E GLuc reporter insulin secretion, 2-3 h; activation, % at 16.6 µM; hit rate 0.61% among 370,000; AID 743287, 2014;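 active means lowest replicate activation of at least 40%, so every replicate reaches that level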;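 further: 0% = median of neutral control wells and 100% = median of IBMX positive control wells; some compounds called inactive have numbers as strong as hits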
# Starred values were filed as active, the others as inactive; ? = inconclusive; · = no result given; & = joins results of further samples; ! = repeats disagree; [ ] = dose if it differs, or a comment. Compounds were not picked by outcome; about 3.9% have a hit in one of these screens.
SMILES,DENV2 CPE rescue,miR122 inh,FN deposit inh,EWS-Fli inh,PAX8 inh HTS,F508del corr,GSIS activator
CC1CN(S(=O)(=O)c2ccc(F)cc2)C(C)N1C(=O)N1CCOCC1 (stereo not given),-4,0,3,6,16,1.5,1
Cc1ccc(S(=O)(=O)N(C)c2ccc(C(=O)O)cc2)cc1,·,-4,5,·,-4,·,·
COc1ccc(Br)c(C(=O)N(C)CC(=O)Nc2ccc(N3CCOCC3)cc2)c1,2,·,-5,-6,0,0.4,10
O=C(NCC1CC1)c1cc([N+](=O)[O-])cc([N+](=O)[O-])c1,4,·,5,4,-16,-1.2,1
Cc1ccccc1S(=O)(=O)N1CCCCN2[C@H](CO)[C@H](c3ccc(-c4ccccc4)cc3)[C@@H]2C1,?,10[16.7 µM],·,4,9,0.5,·
COc1ccc(CNCCC(c2ccccc2)C2CCOC(C)(C)C2)cc1 (stereo not given),-4,·,-2,9,4,0.4,-44
Cc1ccc(NC(=O)COC(=O)CNC(=O)c2cccc([N+](=O)[O-])c2)cc1S(=O)(=O)N1CCCCCC1,·,·,-8,·,12,·,-14
O=C(O)c1ccc(CSc2nnc(-c3ccco3)n2-c2ccccc2)cc1,1,·,2,3,-3,-2.8,4
COc1cccc(NC(=O)Nc2ccc3c(c2)nc(C)n3C)c1,-3,8,-12,-13,-25,·,14
O=C(CSc1nnc(SCc2ccccc2)s1)N/N=C/C=C\c1ccco1,·,·,0,3,21,-2.7,-16
O=C(OCC(=O)N1CCN(Cc2ccccc2)CC1)c1ccc(Cl)cc1,7,·,0,2,-11,1.5,17
CCn1c(SCc2ccccc2)nnc1-c1cccnc1,-4,·,1,5,7,-1.7,-2
C=CCOc1ccccc1OCC(O)CNC(C)C (stereo not given),40*,-2,-1,-3,12,-2.9,·
O=C(O)c1cc(S(=O)(=O)Nc2ccccc2Cc2ccccc2)ccc1Cl,5,·,-2,9,-13,-2.2,8
O=C1CS(=O)(=O)N(Cc2cccc(F)c2)c2ccc(Br)cc21,7,0,-5,-12,-11,-1.0,-9
Cc1nc(COc2ccc(C(=O)Nc3ccccc3N3CCOCC3)cc2)cs1,-3,2,5,2,3,3.7,9
CN1CCN(C(=S)SCc2nc(N)nc(Nc3ccc(F)cc3)n2)CC1,-8,·,10,-15,-12,·,-10
C[C@@H]1CN([C@@H](C)CO)C(=O)c2cc(N(C)C)ccc2O[C@@H]1CN(C)Cc1ccc2c(c1)OCO2,7,0[16.7 µM],-10,-6,-30,-0.7,-13
O=C(NC(=O)c1ccccc1F)OCc1ccc(Cl)cc1Cl,3,·,0,-22,11,2.5,-11
O=C(COc1ccc(Cl)cc1Cl)Nc1cccc(-c2ccc(N3CCOCC3)nn2)c1,-7,·,1,-6,-64,-2.0,1
CN(C)C(=O)c1cccc(-c2ccc(C3[C@@H]4CN(C(=O)c5ccccn5)C[C@H]3N4)cc2)c1 (stereo not given in full),-1&-3,·,-7&-4,58*!,-6&-2,0.4&-2.0,13&19
O=C(NCCN1C(=O)S/C(=C\c2ccc(F)cc2)C1=O)C1CCN(S(=O)(=O)c2cccs2)CC1,·,4,3,·,-24,·,-21
CCCCN1CC(N2CCN(Cc3ccccc3)CC2)CS1(=O)=O (stereo not given),0,-2,·,-2,-3,-0.8,-37
CC(C)(CNC(=O)c1cc([N+](=O)[O-])ccc1N1CCC(Cc2ccccc2)CC1)N1CCOCC1,-4,8,-33,12,28,-1.2,·
CC(=O)Nc1ccc(S(=O)(=O)N(C)CC(=O)OCC(=O)NC(C)C23CC4CC(CC(C4)C2)C3)cc1 (stereo not given),·,·,3,·,1,·,-36
CN(C)C(CNC(=O)Cc1ccc([N+](=O)[O-])cc1)c1ccccc1 (stereo not given),2,-9,-2,8,-2,0.1,-3
COc1cccc(CC(NC(C)=O)C(=O)NC2CCN(C(=O)c3ccc(Cl)cc3)CC2)c1 (stereo not given),-1,·,3,3,-10,0.4,3
Cc1ccccc1OCc1nnc(SCC(=O)O)n1Cc1ccccc1,3,0,-5,-2,9,0.2,20
c1ccc(CNc2nc(-c3ccccn3)nc3ccccc23)cc1,-1,6,·,33,37,2.4,-16
C[C@H](CO)N1C[C@H](C)[C@@H](CN(C)CC2CCCCC2)Oc2ccc(NS(C)(=O)=O)cc2C1=O,-6,-6[16.7 µM],-5&-35,-3&5,-12,-1.4&-3.9,-4&-6

# 5 successive compounds from above, quoted:
SMILES,DENV2 CPE rescue,miR122 inh,FN deposit inh,EWS-Fli inh,PAX8 inh HTS,F508del corr,GSIS activator
CN(C)C(=O)c1cccc(-c2ccc(C3[C@@H]4CN(C(=O)c5ccccn5)C[C@H]3N4)cc2)c1 (stereo not given in full),-1&-3,·,-7&-4,58*!,-6&-2,0.4&-2.0,13&19
O=C(NCCN1C(=O)S/C(=C\c2ccc(F)cc2)C1=O)C1CCN(S(=O)(=O)c2cccs2)CC1,·,4,3,·,-24,·,-21
CCCCN1CC(N2CCN(Cc3ccccc3)CC2)CS1(=O)=O (stereo not given),0,-2,·,-2,-3,-0.8,-37
CC(C)(CNC(=O)c1cc([N+](=O)[O-])ccc1N1CCC(Cc2ccccc2)CC1)N1CCOCC1,-4,8,-33,12,28,-1.2,·
CC(=O)Nc1ccc(S(=O)(=O)N(C)CC(=O)OCC(=O)NC(C)C23CC4CC(CC(C4)C2)C3)cc1 (stereo not given),·,·,3,·,1,·,-36

# Further entries:
SMILES,DENV2 CPE rescue,miR122 inh,FN deposit inh,EWS-Fli inh,PAX8 inh HTS,F508del corr,GSIS activator
Cc1ccc(S(=O)(=O)N2CCN(C(=O)CSc3nc(N)cc(=O)[nH]3)CC2)c(C)c1,-1,-2,-11,-2,-12,-2.9,-7
O=C(O)c1cc(-c2cccs2)nc2cc3c(cc12)OCCO3,4,0,3,-19,-15,3.2,8
Cn1c(C(=O)NCCc2ccsc2)cc2c(=O)n(C)c3ccccc3c21,-4,2,4,-6,17,-4.0,-7
O=C(c1ccco1)N1CCN(S(=O)(=O)Cc2ccccc2Cl)CC1,3,-5,1,-5,4,0.0,13
Cc1ccc(C(=O)NNC(=O)c2ccc(C)cc2)cc1,-3,·,-1,-14,-17,1.7,2
CCN1C[C@@H](C)[C@H](OC)CN(C)C(=O)c2cc(NC(=O)NC(C)C)ccc2OC[C@H]1C,9,-8[16.7 µM],1,10,·,3.1,3
N#Cc1ccc(C(=O)OCC(=O)NC(=O)NC2CCCCC2)cc1,3,-7,-9,-3,-1,0.0,9
COc1cccc2[nH]c3c(=O)n(CCCN4CCOCC4)cnc3c12,-1,·,-5,-20,-25,-0.4,1
N#C[C@H]1[C@H](c2ccc(C3=CCCCC3)cc2)[C@@H](CO)N1S(=O)(=O)c1ccccc1,4,·,-9,6,9,-0.1,3
O=C(COC(=O)CNS(=O)(=O)c1ccc(Br)cc1Cl)Nc1ccc(N2CCOCC2)cc1,-2,·,·,-7,3,0.2,14
C/C(=N\NC(=O)c1nn(C)c(C)c1Br)c1ccc(NC(=O)c2ccc(C)s2)cc1,4,·,-5,-33,-116,·,8
Cc1cccc(N(C(=O)c2ccco2)C(C(=O)NC2CCCC2)c2ccco2)c1C (stereo not given),6,1,-2,-1,-15,-1.4,3
CS(=O)(=O)N1CC2(C1)[C@H](c1ccccc1)[C@H](CO)N2CC1CC1,-4,·,·,4,0,-3.9,10
CCOc1ccc(NC(=O)C(C)Oc2ccc(C#N)cc2)cc1S(=O)(=O)N1CCCC1 (stereo not given),-2,·,4,3,9,0.9,·
CCOC(=O)c1ccc(NCCc2ccc(OC)c(OC)c2)c(N)c1,-8,-7,5,5,-27,2.0,-7
O=C(Nc1nnc(SCC(=O)N2CCCc3ccccc32)s1)c1cccc2ccccc12,0,·,·,88*,11,·,3
O=C(Cn1c(COc2ccc(Cl)cc2)nc2ccccc21)NCC(F)(F)F,·,·,5,·,-18,·,-15
CCn1c(O)c(/C=C2\C=Nc3ccccc32)sc1=O,-5,·,5,-19,-188,·,2
COc1ccc(-c2cc3c(=O)n(CC(=O)NCc4ccc(C)cc4)ncn3n2)cc1,1,-11,0,-19,-2,1.8,4
COCCNC(=O)Cn1cc2c(n1)CCC(C)C2 (stereo not given),0,-2,7,-6,-2,-2.3,5
COc1ccc(-c2nc(-c3cccc([N+](=O)[O-])c3O)cc(=O)o2)cc1OC,-4,·,-4,6,5,·,-4
Cc1noc(C)c1S(=O)(=O)Nc1ccc2c(c1)C(=O)N([C@@H](C)CO)C[C@H](C)[C@@H](CN(C)S(=O)(=O)c1ccc(F)cc1)OCCCC[C@@H](C)O2,12,·,·,-8,-5,1.0,-17
COc1ccc(OC)c(CNC(=O)CCC(=O)N2Cc3ccccc3Oc3ncccc32)c1,-1,3,1,-1,3,-2.7,9
COC(=O)C(CCC(C(=O)OC)N1C(=O)c2ccccc2C1=O)N1C(=O)c2ccccc2C1=O (stereo not given),?,·,·,0,-10,-3.4,-13
Cn1nnnc1SCCNCc1ccccc1OCc1ccccc1,·,·,·,3,1,·,9
FC(F)Sc1ccc(NC(=S)N2CCN(c3ccccn3)CC2)cc1,12,-5,20,·,9,-1.4,-17
C[C@H](CO)N1C[C@H](C)[C@H](CN(C)C(=O)Nc2ccccc2)Oc2ccc(NS(=O)(=O)c3ccc(Cl)cc3)cc2CC1=O,6,-2[16.7 µM],·,-2,13,-0.1,-22
CN1CCC(N(C)S(=O)(=O)c2ccc(C(C)(C)C)cc2)CC1,-3,12,-2,17,9,1.3,-6
COc1cc(NC(=O)c2ccnc(N)c2)cc(C(=O)Nc2cccc(C(F)(F)F)c2)c1,-1,2,-3,-14,52,0.4,-12
O=C(Nc1cnn(Cc2ccc(Cl)cc2)c1)c1cccs1,-2,·,6,-6,-1,0.3,-1
COc1ccc(F)cc1C(=O)C1CCCN(Cc2ccc3c(c2)OCCO3)C1 (stereo not given),-3,6,·,4,5,-3.1,-3
Clc1ccc2nc(-c3cccc(SC4CCCCC4)c3)c(NCc3ccccc3)n2c1,16,3,-7,4,-3,1.6,15
CC1CN(CCc2ccccc2)C(C)C/C1=N/O (stereo not given),2,·,0,-5,-9,7.3,-30
Cc1ccccc1NC(=O)CC(=O)Nc1ccccc1C,1,·,1,-10,5,-1.3,-11
Cc1cccc(C)c1NC(=O)/C(C#N)=C/c1cccs1,·,2,4,·,9,·,·
CC(C)C#Cc1cnc2c(c1)C(=O)N([C@@H](C)CO)C[C@H](C)[C@H](CN(C)C(=O)Nc1ccccc1)O2,6,-3[16.7 µM],-20,-1,·,-2.4,24
CSc1nc2ccc(NC(=O)C3=NN(c4ccccc4)C(=O)CC3)cc2s1,4,·,-1,9,31,-3.1,-9
C[C@@H]1CN([C@@H](C)CO)C(=O)c2cccc(NC(=O)Nc3ccc(C(F)(F)F)cc3)c2O[C@H]1CN(C)Cc1ccc(C(=O)Nc2ccccc2N)cc1,5,·,·,8,49,0.3,-25
COc1ccc(NC(=O)CN(C)C(=O)CN2C(=O)NC3(CCCC3)C2=O)cc1,-3,-5,·,3,-8,-0.7,34
Cc1cccc(C2=NN(c3ccc(Br)cc3)[C@@H](C(=O)N3CCOC3=O)[C@@H]2C)c1,-5,·,·,-2,-1,-1.7,-10
O=C(Cn1c(=O)n(CCCCC(=O)NC2CCCC2)c(=O)c2ccccc21)NCCC1=CCCCC1,·,0,10,·,-13,·,·
O=c1cc(-c2ccccc2)[nH]c2ccc(F)cc12,-8,37,-4,58*,11,8.6*,·
CC(C)Nc1nc(Cl)nc(NNC(=O)C(C)Oc2ccccc2)n1 (stereo not given),·,-21,-8,·,-7,·,36
